# RPL19A-GFP yeast: yeast TOR pathway RPL19A-GFP modulation; S. cerevisiae RPL19A-GFP strain, flow cytometry, 3 h; hits give low values; percent response vs DMSO, % at 10 µM; 0.3% of 330,000 active;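 active = percent response vs DMSO below 50%; inconclusive = fewer than 70 events counted for the yeast strain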;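 note: median channel GFP fluorescence of the barcoded RPL19A-GFP strain; ratio of sample median GFP to plate DMSO average so 100% = DMSO; lower means less RPL19A-GFP as with rapamycin TOR inhibition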
# MEP2 TOR yeast: yeast TOR pathway MEP2-GFP modulation; GFP response vs DMSO, % at 10 µM; S. cerevisiae MEP2-GFP strain, flow cytometry GFP, 3 h; 100% = DMSO control level; 0.51% of 330,000 active; AID 2016;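 active = GFP response versus DMSO above a set limit, roughly screen mean plus 3 SD, cut at about 180% in these data; inconclusive = fewer than 70 cells counted for a yeast strain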;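 note: median GFP fluorescence of the barcode-gated MEP2-GFP cells per well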
# Yeast superoxide: caloric restriction mimetics inhibiting age-related superoxide in yeast; 0.18% of 330,000 active; superoxide response (% of plate mean), % at 10 µM; S. cerevisiae aged cells, superoxide DHE fluorescence; hits give low values; AID 2690;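 active = superoxide response under a set limit, about three screen SD below normal, cut at about 65% in these data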;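 note: yeast aged for seven days with compound at 30 °C before DHE staining; 100% = average MFI of all compound-treated wells on the plate with controls excluded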
# LAP4-GFP MLPCN: yeast TOR pathway LAP4-GFP modulation | S. cerevisiae LAP4-GFP multiplex, flow cytometry GFP, 3 h; median GFP as percent of DMSO wells | GFP response vs DMSO, % at 10 µM | 0.34% of 320,000 active | AID 2023;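 active = GFP response vs DMSO above a set limit, about the screen mean plus 3 SD, cut at about 150% in these data; inconclusive = under 70 cell events counted for the yeast strain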
# Efflux pump inh: antifungal efflux pump inhibition, Nile Red retention; inhibition, % at 10 µM; 0.44% of 330,000 active; S. cerevisiae Candida pump triplex;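 active = plate passing quality check with inhibition over a set limit, or well fluorescence over plate mean plus 4 SD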;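 note: Nile Red retained in pooled yeast measured as flow cytometry median fluorescence; 0% = buffer negative control and 100% = Enniatin B positive control; higher means more Nile Red kept so more efflux inhibition; some compounds called inactive have numbers as strong as hits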
# CIT2-GFP yeast: alters CIT2-GFP fluorescence in TOR pathway yeast screen; AID 2029; GFP response vs DMSO, % at 10 µM; 0.065% of 320,000 active; S. cerevisiae CIT2-GFP strain, flow cytometry, 3 h; 100 means same as DMSO wells;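 active = GFP response relative to DMSO above a set limit, near the screen mean plus 3 SD, cut at about 150% in these data; inconclusive = Fewer than 70 cells measured for a yeast strain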;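 note: ratio of well median GFP fluorescence to mean of DMSO wells on the plate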
# AGP1 TOR yeast: modulators of TOR pathway AGP1-GFP in S. cerevisiae | S. cerevisiae AGP1-GFP multiplex flow cytometry, 3 h; GFP as percent of DMSO wells | GFP response vs DMSO, % at 10 µM | 0.02% of 320,000 active | AID 2066;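 active = GFP response relative to DMSO above a set limit, near screen average plus 3 SD, cut at about 150% in these data; inconclusive = fewer than 70 cells counted for the yeast strain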;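 note: median GFP channel fluorescence of the gated AGP1 strain per well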
# AHR activator: human AHR activation; AHR-responsive luciferase reporter cells, luminescence; activation, % at 5 µM; 2.5% of 320,000 active; in the data active = activation above about 47%;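 note: 0% = vehicle wells and 100% = reference agonist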
# Target sequence (P35869 whole entry, looked up): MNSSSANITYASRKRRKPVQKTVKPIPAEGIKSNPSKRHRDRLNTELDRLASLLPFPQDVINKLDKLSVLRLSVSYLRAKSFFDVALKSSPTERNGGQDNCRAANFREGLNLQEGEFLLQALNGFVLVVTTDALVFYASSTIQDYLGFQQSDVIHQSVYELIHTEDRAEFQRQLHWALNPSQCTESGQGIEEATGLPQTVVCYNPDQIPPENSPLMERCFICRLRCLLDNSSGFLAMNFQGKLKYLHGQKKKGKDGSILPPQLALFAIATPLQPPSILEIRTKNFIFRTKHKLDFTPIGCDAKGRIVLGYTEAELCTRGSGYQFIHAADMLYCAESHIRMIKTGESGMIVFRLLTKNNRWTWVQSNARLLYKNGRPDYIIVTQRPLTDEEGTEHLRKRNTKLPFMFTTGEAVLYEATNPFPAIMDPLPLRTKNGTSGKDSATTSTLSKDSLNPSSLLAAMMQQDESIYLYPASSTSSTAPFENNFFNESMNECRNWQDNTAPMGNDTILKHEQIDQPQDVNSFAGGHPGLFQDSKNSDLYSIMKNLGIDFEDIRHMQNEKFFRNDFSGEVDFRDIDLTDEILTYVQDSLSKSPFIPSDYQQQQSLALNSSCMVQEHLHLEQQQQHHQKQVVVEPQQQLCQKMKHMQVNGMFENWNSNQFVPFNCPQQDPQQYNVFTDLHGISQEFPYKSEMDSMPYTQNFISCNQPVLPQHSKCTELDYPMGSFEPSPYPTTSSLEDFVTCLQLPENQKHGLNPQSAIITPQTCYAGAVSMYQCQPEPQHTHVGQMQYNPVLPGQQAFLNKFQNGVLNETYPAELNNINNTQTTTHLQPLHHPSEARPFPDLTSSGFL
# Starred values were filed as active, the others as inactive; u = inconclusive; x = not tested or not shown; [ ] = another dose, or the depositor's remark.
SMILES,RPL19A-GFP yeast,MEP2 TOR yeast,Yeast superoxide,LAP4-GFP MLPCN,Efflux pump inh,CIT2-GFP yeast,AGP1 TOR yeast,AHR activator
CN(C)CCOCCOc1ccc(Cl)cc1C(C)(C)C,101,120,108,107,-0.1,105,104,-1
CCCNc1cc(=O)n(C)c(=O)n1C,92,105,101,96,0.0,100,98,0
Cc1ccc(-c2cc(C(=O)NCc3ccccn3)c3ccccc3n2)cc1,101,101,106,105,0.1,99,99,23
CCN(CC)CCN1C(=O)C(=O)/C(=C(/O)c2c(C)[nH]c(C(=O)OC)c2C)C1c1ccco1 (stereo not drawn),98,95,98,93,-0.1,103,95,3
CCOc1cc(N2CCOCC2)c(OCC)cc1NC(=O)C(C)C,102,97,97,92,0.1,87,100,0
CCC(C)NC(=O)CN1C(=O)CSc2ccc(S(=O)(=O)N3CCCC3)cc21 (stereo not drawn),94,97,83,97,0.2,94,98,2
O=C(NCCn1ccc2ccccc21)c1ccc(S(=O)(=O)N2CCCCC2)cc1,89,90,123,91,0.2,84,89,8
COc1ccccc1-c1nc(-c2ccccc2)nc(N2CCN(C)CC2)c1C#N,100,98,111,104,0.0,100,105,0
CC(=O)NC1C(=O)N(CCN2CCOCC2)c2ccc(F)cc21 (stereo not drawn),103,124,149,93,0.3,104,100,x
O=C(O)c1cc2[nH]c3c(c2cc1Cl)CCCC3,99,110,102,114,-0.1,90,102,3
O=C(CN1C(=O)NC(Cc2ccccc2)C1=O)Nc1ccccc1 (stereo not drawn),115,130,114,126,0.5,110,112,8
O=[N+]([O-])c1cccc(-c2noc(-c3ccco3)n2)c1,99,104,91,104,0.0,98,100,8
CCN1CCN(S(=O)(=O)c2ccc(Cl)c(C(=O)Nc3cc(Cl)ccc3N3CCOCC3)c2)CC1,105[may fluoresce green],108[may fluoresce green],104,98[may fluoresce green],-1.1,107[may fluoresce green],107[may fluoresce green],19
Cc1ccc(-n2nc3c(=O)n(CCCC(=O)NC4CCC(C)CC4)nc(C)c3c2C)cc1 (stereo not drawn),96,94,95,93,-0.1,111,98,2
C=CCNC(=O)c1cc(Cl)ccn1,105,102,102,90,0.0,106,104,25
Cc1c(C(=O)N2CCOCC2)[nH]c2ccc(OCc3ccccc3)cc12,97,119,103,122,0.0,79,104,1
CCN(C(=O)COC(=O)c1ccccc1NCCO)c1cccc2ccccc12,92,89,105,96,0.0,95,98,3
COc1ccc(CCNC(=O)CCCN2C(=O)C(c3ccccc3)Oc3cccnc32)cc1OC (stereo not drawn),102,106,87,107,0.1,102,102,3
COc1cccc(NCc2nnc(SCC(=O)NC3CCS(=O)(=O)C3)n2C2CCCCC2)c1 (stereo not drawn),93,86,116,99,0.1,92,94,-1
Cc1nc2scc(C)n2c(=O)c1S(=O)(=O)NCCc1ccc(Cl)cc1,102,105,97,109,-0.1,101,102,1

# Rewritten field by field: four of the compounds above.
> CCN1CCN(S(=O)(=O)c2ccc(Cl)c(C(=O)Nc3cc(Cl)ccc3N3CCOCC3)c2)CC1
  RPL19A-GFP yeast: 105[may fluoresce green]
  MEP2 TOR yeast: 108[may fluoresce green]
  Yeast superoxide: 104
  LAP4-GFP MLPCN: 98[may fluoresce green]
  Efflux pump inh: -1.1
  CIT2-GFP yeast: 107[may fluoresce green]
  AGP1 TOR yeast: 107[may fluoresce green]
  AHR activator: 19
> Cc1ccc(-n2nc3c(=O)n(CCCC(=O)NC4CCC(C)CC4)nc(C)c3c2C)cc1 (stereo not drawn)
  RPL19A-GFP yeast: 96
  MEP2 TOR yeast: 94
  Yeast superoxide: 95
  LAP4-GFP MLPCN: 93
  Efflux pump inh: -0.1
  CIT2-GFP yeast: 111
  AGP1 TOR yeast: 98
  AHR activator: 2
> C=CCNC(=O)c1cc(Cl)ccn1
  RPL19A-GFP yeast: 105
  MEP2 TOR yeast: 102
  Yeast superoxide: 102
  LAP4-GFP MLPCN: 90
  Efflux pump inh: 0.0
  CIT2-GFP yeast: 106
  AGP1 TOR yeast: 104
  AHR activator: 25
> Cc1c(C(=O)N2CCOCC2)[nH]c2ccc(OCc3ccccc3)cc12
  RPL19A-GFP yeast: 97
  MEP2 TOR yeast: 119
  Yeast superoxide: 103
  LAP4-GFP MLPCN: 122
  Efflux pump inh: 0.0
  CIT2-GFP yeast: 79
  AGP1 TOR yeast: 104
  AHR activator: 1

# Other records follow:
SMILES,RPL19A-GFP yeast,MEP2 TOR yeast,Yeast superoxide,LAP4-GFP MLPCN,Efflux pump inh,CIT2-GFP yeast,AGP1 TOR yeast,AHR activator
Cc1ccccc1NC(=O)NC(N)=O,92,78,107,91,-0.1,93,99,5
Cc1ccc2nc(-c3ccncc3)cc(C(=O)NCCc3ccc(F)cc3)c2c1,105,101,112,101,0.2,99,98,8
O=C(COC(=O)CN1C(=O)COc2ccccc21)NCc1ccc(F)cc1,87,87,94,96,0.1,83,97,0
Cc1csc(NC(=O)CSC2=NCCS2)n1,96,99,92,105,0.1,111,107,5
COc1ccccc1N/C=C(\C#N)c1nc2ccccc2[nH]1,105,101,101,89,0.1,100,93,70*
C=CCN1C(=O)/C(=C2/Sc3ccc(OC)cc3N2C)SC1=Nc1ccccc1,102,96,100,103,0.3,100,103,4
COC(=O)Nc1ccc(S(=O)(=O)N2CCCC(C(=O)N3CC(C)OC(C)C3)C2)cc1 (stereo not drawn),97,99,108,110,0.0,99,104,-2
COc1cc(C(=O)N/N=C/c2ccc(OC(=O)c3cccc(C)c3)c(OC)c2)ccc1O,103,100,x,100,-0.3,105,107,10
CN(C)S(=O)(=O)c1ccc(NC(=S)NC(=O)c2ccc(Br)o2)cc1,89,105,107,91,0.0,102,92,0
CC1CCc2sc(C(=O)NN=C3CCC(c4ccccc4)CC3)cc2C1 (stereo not drawn),102,99,83,99,0.2,95,105,28
CCOc1ccc(OCC)c(NC(=O)CN2CCC(NC(=O)c3cccc(F)c3)CC2)c1,101,101,96,101,0.2,103,104,3
CCN(CC(=O)NCc1cccs1)C(=O)CCC(=O)c1ccc(C)cc1,100,101,95,109,0.0,93,106,2
CCCOc1ccc(/C(O)=C2/C(=O)C(=O)N(CCN(C)C)C2c2ccncc2)cc1 (stereo not drawn),94,89,102,101,0.2,85,93,2
O=C(Nc1ccncc1)C1CCCN(S(=O)(=O)c2cccc3cccnc23)C1 (stereo not drawn),107,101,108,110,0.2,94,103,20
O=C(NC1CCC(c2ccccc2)CC1)c1cccnc1 (stereo not drawn),94,95,80,130,0.1,86,95,13
CCOc1cc(CNCCCN2CCOCC2)cc(Br)c1OCC(=O)Nc1cccc(C(F)(F)F)c1,98,94,81,93,0.4,97,99,-3
COc1cccc(CN(C)CC(=O)Nc2ccccc2N2CCOCC2)c1OC,107,110,79,97,0.0,102,110,0
CCOC(=O)C1(CCOC)CCN(CC(C)Cc2ccc3c(c2)OCO3)CC1 (stereo not drawn),101,105,81,88,-0.1,108,94,-1
COc1ccc(C(=O)C[n+]2ccc(C)cc2)cc1,92,95,100,91,0.0,90,94,-1
COc1cc(NC(=O)c2ccccc2)ccc1NC(=O)Cc1ccccc1,102,88,89,80,-0.1,97,98,29
O=[N+]([O-])c1ccc(/C=N/NC(=S)Nc2ccccc2)o1,99[may fluoresce violet],159[may fluoresce violet],108,94[may fluoresce violet],0.2,u,17[may fluoresce violet],17
O=C(Nc1ccc(F)cc1)c1ccc2[nH]c(=O)c(=O)[nH]c2c1,102,95,114,86,0.1,100,101,12
COC(OC)c1ccnc(-c2ccc(OC(=O)c3ccc(F)cc3)cc2)n1,105,106,127,97,-0.1,108,100,0
O=C1C2C3C=CC(CC3)C2C(=O)N1c1ccc2c(c1)OCO2 (stereo not drawn),99,102,92,99,0.0,101,105,2
Cc1cc(C)nc(-n2nc(C)cc2NC(=O)CNC(C)c2ccccc2)n1 (stereo not drawn),97,97,102,102,-0.2,104,x,6
COc1cc(NC(=O)CSc2nc3c(c(=O)n(C)c(=O)n3C)n2C)cc(OC)c1,102,116,96,99,-0.3,110,101,1
COc1ccc(CNC(=O)c2sc(=S)n(-c3ccc(OC)cc3)c2N)cc1,105,89,105,88,-0.1,106,108,-3
NC(=O)C(C(=O)/C=C/c1ccc(Cl)cc1)=C1SCCS1,98,99,101,111,-0.1,100,107,-2
COC(=O)CCCN=C1SCCN1Cc1ccccc1,108,104,102,93,-0.2,114,108,-1
O=C(Nc1nnc(SCc2ccccn2)s1)C1CC(=O)N(c2ccc(F)cc2)C1 (stereo not drawn),94,85,91,91,0.1,93,98,4
COc1ccc(Nc2cc(Nc3ccccc3)ncn2)cc1,106,107,104,94,-0.1,99,98,20
NC(=O)c1ccc(NC(=O)COC(=O)CC(NC(=O)c2ccccc2Cl)c2ccccc2)cc1 (stereo not drawn),102,104,105,90,0.1,97,105,-3
Cc1ccc(C)c(S(=O)(=O)N2CCCC2CNC(=O)C(=O)NCc2ccccc2C)c1 (stereo not drawn),103,101,92,102,0.0,91,108,-1
CCCC(=O)NC(Nc1c(C)n(C)n(-c2ccccc2)c1=O)C(Cl)(Cl)Cl (stereo not drawn),102,110,104,97,0.1,105,95,-5
C=Cc1ccc2c(c1)N(C)C(=C)S2,95,96,94,101,0.1,89,100,1
CCc1sc(C(=O)NCc2cc(C)n(C)n2)cc1Br,u,u,126,u,0.0,u,u,11
C/C(=N/OC(=O)c1cccc(Cl)c1)c1nccs1,95,100,78,114,-0.1,93,92,-1
CCOC(=O)C(=NC(C)(C)C)NNc1cc(Cl)ccc1Cl,113,112,106,94,-0.1,119,103,2
Cc1ccc2c(c1)CCCN2C(=O)c1ccc2c(c1)OCO2,99,105,75,106,0.3,88,96,7
CC1=C(C(=O)OCC(C)C)C(c2cccs2)NC(=S)N1 (stereo not drawn),96,104,104,97,-0.2,103,98,0
Cc1cccc(OCC(=O)O/N=C(\N)c2ccncc2)c1,102,99,104,91,0.0,100,99,6
O=C(Nc1cc(Cl)ccc1-n1cncn1)C1CC1,85,84,95,90,0.1,87,84,12
CCCNC(=O)COC(=O)c1cccnc1Nc1ccccc1F,103,108,114,95,0.2,99,100,9
CCOc1ccc(-c2c(C(=O)N/N=C/c3ccc(C)cc3)nnn2-c2nonc2N)cc1,96,103,93,108,-0.1,94,107,1
CCOC(=O)c1ccc(S(=O)(=O)N2CCN(CC(=O)NC(=O)NC3CCCCC3)CC2)cc1,100,93,101,99,0.2,96,96,-1
O=C(CSc1nc(-c2ccco2)cc(C(F)(F)F)n1)N1CCc2ccccc2C1,91,93,102,95,0.0,92,91,4
CCSc1nnc(NC(=O)c2ccc3ccccc3n2)s1,54[may fluoresce violet],208*[may fluoresce violet],119,128[may fluoresce violet],0.4,u,x,64*

# Printed as active in AHR activator, of those listed so far:
Molecule | RPL19A-GFP yeast | MEP2 TOR yeast | LAP4-GFP MLPCN | Efflux pump inh | CIT2-GFP yeast | AGP1 TOR yeast | AHR activator
COc1ccccc1N/C=C(\C#N)c1nc2ccccc2[nH]1 | 105 | 101 | 89 | 0.1 | 100 | 93 | 70*
CCSc1nnc(NC(=O)c2ccc3ccccc3n2)s1 | 54[may fluoresce violet] | 208*[may fluoresce violet] | 128[may fluoresce violet] | 0.4 | u | x | 64*
